NOD2 inhibition: NOD2 signaling inhibitors, cell-based, luminescence, uHTS, HEK293 (AID 1566) | HEK293 NOD2/NF-kB luciferase reporter, luminescence; higher % means a stronger effect | one-dose inhibition, % at 4 µM; EC50 in µM for titrated hits | hit rate 0.63% among 290,000; further: many of its hits are not listed in these tables
TNAP activators: stimulation of alkaline phosphatase TNAP activity – biochemical, luminescent, no phosphate acceptor, uHTS, primary screen (AID 1001) | purified TNAP, luminescent activation assay, no phosphate acceptor; higher activation fold means a stronger effect | hit rate 0.03% among 200,000 | activation fold at 20 µM, or EC50 in µM where a hit was titrated; in the data active means activation fold from about 3, or a potency from the dose series; inactive means the rest, 99 in 100 with activation fold below about 1.6; further: many of its hits are not listed in these tables
KOR beta-arrestin-1: KOR agonists, beta-arrestin recruitment, primary screen, cell-based, luminescence, uHTS (AID 1777) | KOR beta-arrestin recruitment, luminescence; higher % means a stronger effect | activation, % at 10 µM; hits with a dose series show EC50 in µM | hit rate 0.02% among 280,000; in the data active means activation above about 50%, passing the limit was not always enough; further: a part of the inactive calls stands beside numbers as strong as those of hits
NOD1 inhibition: NOD1 signaling inhibitors, primary screen, cell-based, luminescence, uHTS (AID 1578). NOD1-driven NF-kB luciferase reporter cells, luminescence; higher % means a stronger effect. inhibition, % at 4 µM, or EC50 in µM where a hit was titrated. hit rate 1% among 290,000; in the data active means inhibition mostly above about 36%, no sharp cut-off; inactive means mostly below about 34%;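 further: HEK-293T reporter cells stimulated with the NOD1 agonist gamma-tri-DAP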
XIAP antagonists: XIAP antagonists, biochemical, IAP family, fluorescence polarization (AID 1018); displacement, % at 20 µM; hits with a dose series show IC50 in µM; XIAP BIR domain, fluorescence polarization peptide displacement; higher % means a stronger effect; hit rate 0.007% among 200,000; in the data active means displacement above about 50%; further: a part of the inactive calls stands beside numbers as strong as those of hits
PMI inhibition: human PMI inhibitors, high substrate, primary screen, biochemical, fluorescence intensity, high mannose 6-phosphate (AID 1220). recombinant PMI enzyme, coupled fluorescence intensity; higher % means a stronger effect. inhibition, % at 20 µM, or IC50 in µM where a hit was titrated. hit rate 0.66% among 190,000
LYP phosphatase: inhibitors of LYP phosphatase, biochemical, fluorescence intensity, uHTS (AID 1779); one-dose inhibition, % at 11.5 µM; IC50 in µM for titrated hits; recombinant LYP phosphatase, fluorescence intensity; higher % means a stronger effect; hit rate 0.054% among 290,000;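 further: plate controls were vehicle with enzyme for no effect and no enzyme for full effect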
KOR beta-arrestin-2: kappa opioid receptor blockers – cell-based, luminescence, uHTS (AID 1778) | KOR beta-arrestin recruitment, luminescence, antagonist mode; higher % means a stronger effect | one-dose inhibition, % at 10 µM; IC50 in µM for titrated hits | hit rate 0.091% among 290,000; further: strong numbers were not always called active
PMI inhibitors: MPI enzyme activity inhibition – biochemical, fluorescence intensity, coupled assay, primary screen (AID 1209). purified PMI enzyme, coupled fluorescence intensity; higher % means a stronger effect. inhibition, % at 20 µM; hits with a dose series show IC50 in µM. hit rate 0.42% among 190,000;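 further: plate controls were DMSO vehicle for no effect and wells lacking substrate for full effect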
* marks the source's active call; other numbers are inactive results; / = not tested or not shown; [ ] = another dose, or the depositor's remark. Unless noted, no stated cut-off is given here; in the data, active means inhibition above about 50%; inactive means the rest. Only part of the results is shown; the hit share may differ from the screen's.

Start of the data: the first two records, ahead of the listing:
SMILES	NOD2 inhibition	TNAP activators	KOR beta-arrestin-1	NOD1 inhibition	XIAP antagonists	PMI inhibition	LYP phosphatase	KOR beta-arrestin-2	PMI inhibitors
CN(Cc1cnccn1)Cc1cn(Cc2ccccc2)nc1-c1ccc2c(c1)OCO2	10%	1.1	-2.3%	25%	3.9%	1%	-5%	-3%	3%
CC(C)C(c1nnnn1C1CCCC1)N1c2ccccc2CC1C (configuration not stated)	5%	1.2	-1.2%	8%	-2.9%	6%	-4%	16%	11%

The list itself, repeating the preview:
SMILES	NOD2 inhibition	TNAP activators	KOR beta-arrestin-1	NOD1 inhibition	XIAP antagonists	PMI inhibition	LYP phosphatase	KOR beta-arrestin-2	PMI inhibitors
CN(Cc1cnccn1)Cc1cn(Cc2ccccc2)nc1-c1ccc2c(c1)OCO2	10%	1.1	-2.3%	25%	3.9%	1%	-5%	-3%	3%
CC(C)C(c1nnnn1C1CCCC1)N1c2ccccc2CC1C (configuration not stated)	5%	1.2	-1.2%	8%	-2.9%	6%	-4%	16%	11%
CCc1ccc(C(C)NC(=S)NC2CCCCC2)cc1 (configuration not stated)	10%	/	1.4%	-8%	/	/	-10%	-12%	/
OC1CCN(Cc2nc(Cc3ccccc3Cl)no2)CC1	-3%	1.1	-1.2%	-47%	-3.9%	0%	-1%	-7%	13%
O=C(CCC1CCN(C(=O)c2ccccc2Cl)CC1)NCc1ccc(F)cc1	-8%	/	-4.8%	-30%	/	/	-3%	-7%	/
CC(C)[C@H](NC(=O)N1CC(=O)Nc2ccccc21)C(=O)N[C@H](Cc1ccccc1)C(=O)O	17%	/	-1.6%	-1%	/	/	-14%	-27%[20 µM]	/
CC1=NOC(=O)/C1=C\c1ccc(-c2ccc(Cl)cc2Cl)o1	-118%	1	15%	43%	-1.5%	2%	2%	-171%	10%
CNc1ncc(Cc2ccccc2)s1	0%	1.1	-2.2%	-3%	-2.6%	-6%	-9%	-9%	-7%
CCCN(CCC)C(=O)CC(c1ccc(F)cc1)c1ccco1 (configuration not stated)	14%	1.1	-9.3%	10%	0.1%	-9%	0%	20%	-2%
CC(=O)OCCn1c(C)[n+](CCOC(C)=O)c2cc(Cl)c(Cl)cc21	6%	1	-2.2%	-26%	-5.4%	4%	-1%	6%	33%
Cc1ccc(S(=O)(=O)NC(=O)Nc2ccc(F)cc2)cc1	19%	1	5.4%	-17%	-4.3%	12%	-3%	5%	4%
Cc1ccn2cc(CCNS(=O)(=O)c3ccc([N+](=O)[O-])cc3)nc2c1	13%	/	-1.8%	10%	/	/	-14%	9%	/
CCCC(=O)Nc1ccccc1NC(=O)CN(C)S(=O)(=O)c1ccc(C)cc1	15%	1.1	-2.1%	-12%	-12%	6%	0%	27%	9%
O=C(c1ccc(Cl)cc1)c1oc2ccccc2c1CS(=O)c1ccccc1 (configuration not stated)	5%	1	-2.6%	9%	0.1%	-121%	-8%	3%	-29%
N#CCCN(CCC#N)C(=O)C1c2ccccc2Oc2ccccc21	14%	/	-5.5%	-6%	/	/	-13%	-28%[20 µM]	/
O=c1c2ccccc2cnn1-c1ccc(Cl)nn1	2%	1	-4.9%	-19%	-2.5%	0%	-5%	-9%	2%
Cc1ccc(C(=O)CCc2ccc(N)cc2)cc1	-15%	/	-5.8%	-5%	/	/	-2%	3%	/
CN(C)C(=O)CSc1n[nH]c(=O)n1CCc1ccccc1	-4%	/	-3.1%	-38%	/	/	-5%	-5%	/
CCOC(=O)NCc1cc(-c2nn(C)c(=O)c3ccccc23)ccc1C	-1%	1.1	0.7%	-19%	-0.5%	13%	0%	43%	12%
CCOc1ccc(C(=O)CCC(=O)N2CCC(C(=O)OC)CC2)cc1	5%	/	-4.1%	-4%	/	/	-7%	22%	/
CCCCCOC(=O)C1[C@H]2C(=O)N(c3ccccc3CC)C[C@]23C=C[C@H]1O3 (some centres not stated)	-9%	1.1	-3.1%	-16%	1.4%	3%	-5%	-18%	1%
COc1ccc(S(=O)(=O)N2CCC(C(=O)N3CCCCC3)CC2)cc1OC	28%	1	0.4%	19%	-8.9%	5%	-10%	9%	2%
COc1ccc(NC(=O)c2ccco2)cc1NC(=O)c1cccc(OC(C)C)c1	4%	1	4.0%	-2%	-2.5%	1%	7%	-27%	2%
Cc1ccc(OCCn2cc(/C=C/C(=O)O)c3ccccc32)cc1	31%	/	-0.3%	-4%	/	/	4%	3%	/
O=C(NC1CCCCCCC1)c1ccc(CNc2c(N3CCOCC3)c(=O)c2=O)cc1	-1%	1.1	-3.9%	-16%	-0.1%	3%	0%	-1%	3%
Cc1cccc(OCCC(=O)Nc2c(C)n(C)n(-c3ccccc3)c2=O)c1	25%	1	-1.9%	1%	-6.3%	-1%	-3%	20%	8%
N/C(=N\OC(=O)c1ccccc1Br)c1ccc([N+](=O)[O-])cc1	-76%	/	-3.5%	-61%	/	/	-10%	-45%[20 µM]	/
COc1ccc(-c2cc(C(=O)NC3=NCCS3)c3ccccc3n2)cc1OC	-1%	1.1	-5.1%	-32%	8.1%	3%	4%	-5%	7%
Fc1ccc(-[n+]2nc(Nc3ccccc3)sc2-c2ccc(OCc3ccccc3)cc2)cc1	-7%	/	-0.8%	-15%	/	/	-4%	-20%[20 µM]	/
COc1ccc(NC(=S)N2CCCC(CO)C2)c(OC)c1 (configuration not stated)	9%	1.1	1.0%	-25%	-2.2%	-6%	1%	-14%	0%
COc1ccc2c(c1)[nH]c1c(=O)n(CCCn3ccnc3)cnc12	-3%	1	3.3%	-4%	-3.4%	2%	-8%	-23%	8%
CCOC(=O)c1cc(S(=O)(=O)NCC2CCN(Cc3cccc(C)c3)CC2)cn1C	-3%	/	-2.1%	21%	/	/	-10%	-29%	/
Cc1ccsc1/C=N/N1CCN(c2ccccn2)CC1	-16%	/	1.1%	-8%	/	/	-8%	4%	/
Cc1cccc(C2c3[nH]c4ccccc4c3CCN2C(=O)Cc2n[nH]c(C)n2)n1 (configuration not stated)	10%	1.1	0.1%	12%	-1.9%	2%	-7%	-31%	2%
CCC(C)[C@H](NC(=O)Nc1cccc(Cl)c1)C(=O)O (some centres not stated)	16%	1.2	-10%	8%	-6.0%	-5%	-2%	13%	-5%
Cc1nn(Cc2ccc(C(=O)N3CCOCC3)o2)c(C)c1Br	5%	1.1	1.8%	-27%	-9.0%	-5%	7%	-15%	-9%

An excerpt of these results, in markdown.
| structure | NOD2 inhibition | TNAP activators | KOR beta-arrestin-1 | NOD1 inhibition | XIAP antagonists | PMI inhibition | LYP phosphatase | KOR beta-arrestin-2 | PMI inhibitors |
| --- | --- | --- | --- | --- | --- | --- | --- | --- | --- |
| N/C(=N\OC(=O)c1ccccc1Br)c1ccc([N+](=O)[O-])cc1 | -76% | / | -3.5% | -61% | / | / | -10% | -45%[20 µM] | / |
| CCc1ccc(C(C)NC(=S)NC2CCCCC2)cc1 (configuration not stated) | 10% | / | 1.4% | -8% | / | / | -10% | -12% | / |
| CNc1ncc(Cc2ccccc2)s1 | 0% | 1.1 | -2.2% | -3% | -2.6% | -6% | -9% | -9% | -7% |
| COc1ccc(NC(=S)N2CCCC(CO)C2)c(OC)c1 (configuration not stated) | 9% | 1.1 | 1.0% | -25% | -2.2% | -6% | 1% | -14% | 0% |
| O=C(c1ccc(Cl)cc1)c1oc2ccccc2c1CS(=O)c1ccccc1 (configuration not stated) | 5% | 1 | -2.6% | 9% | 0.1% | -121% | -8% | 3% | -29% |
| COc1ccc(-c2cc(C(=O)NC3=NCCS3)c3ccccc3n2)cc1OC | -1% | 1.1 | -5.1% | -32% | 8.1% | 3% | 4% | -5% | 7% |
| Cc1cccc(C2c3[nH]c4ccccc4c3CCN2C(=O)Cc2n[nH]c(C)n2)n1 (configuration not stated) | 10% | 1.1 | 0.1% | 12% | -1.9% | 2% | -7% | -31% | 2% |

Additional structures follow.
SMILES	NOD2 inhibition	TNAP activators	KOR beta-arrestin-1	NOD1 inhibition	XIAP antagonists	PMI inhibition	LYP phosphatase	KOR beta-arrestin-2	PMI inhibitors
O=C(O)c1cccc2c1C(=O)N(c1ccccc1)C2	0%	/	-0.6%	5%	/	/	-6%	5%	/
O=S(=O)(N1CCOCC1)N1CCN(c2ccccc2F)CC1	-9%	1.1	-3.3%	-28%	-0.6%	9%	2%	18%	10%
Cc1ccc(C(NC(=O)NN2CCN(C)CC2)C(Cl)Cl)cc1F (configuration not stated)	9%	/	-3.8%	-26%	/	/	-7%	4%	/
COc1cc(C(=O)O/N=C(\N)c2ccncc2)cc(OC)c1OC	6%	1.1	-0.6%	17%	-2.4%	-12%	-8%	-1%	-1%
O=Cc1ccc(N2Cc3ccccc3C2)cc1	18%	/	2.0%	-3%	/	/	-2%	1%	/
Cc1ccc2c(c1)C(c1ccncc1)=NNC(c1ccc(F)cc1)=N2	-8%	1	-8.1%	-20%	-3.4%	7%	1%	-7%	-1%
CCOCCCNC(=O)C(c1ccc(OC)cc1)N(Cc1ccc2c(c1)OCO2)C(=O)c1ccccn1 (configuration not stated)	-4%	1.1	0.6%	-10%	-2.5%	-8%	-2%	-13%	-8%
Cc1cc(C(=O)OCC(=O)Nc2nc(-c3ccccc3)cs2)c(C)o1	0%	1.1	-4.2%	-20%	-6.8%	-1%	-11%	-8%	-5%
COc1ccc(N2CCN(CC(O)COc3ccc([N+](=O)[O-])cc3)CC2)cc1 (configuration not stated)	4%	1.1	13%	-24%	-2.5%	-8%	1%	-29%	-11%
